E-sel TNF inh: TNF alpha driven E-selectin expression inhibition | 0.71% of 120,000 active | HUVEC TNFa-induced E-selectin immunofluorescence, high content | inhibition, % at 2 µM;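 active = inhibition above the batch mean plus 3 SD, and confirmed as a hit on visual image review, cut at about 43% in these data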;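 also: 0% = TNF-stimulated DMSO wells and 100% = unstimulated control wells; not every result past the cut was called active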
Numbers without * were called inactive.

E-sel TNF inh	Compound
-28	Cc1cccc(N/C=C(\[N+](=O)[O-])S(=O)(=O)c2ccccc2)c1
-40	CC1CCc2sc(C(=O)Nc3ccc(N4CCOCC4)cc3)cc2C1 (centres undefined)
-12	COc1ccc(N2CC(C(=O)N/N=C/c3c[nH]c4ccccc34)CC2=O)cc1 (centres undefined)
-27	CC(C)(C)NC(=O)COC(=O)c1ccc(F)cc1Cl
-41	CC(C)C(C(=O)NCc1ccco1)N(C(=O)CNS(=O)(=O)c1ccccc1)c1ccccc1 (centres undefined)
-21	O=C(CN1C(=O)NC2(CCCC2)C1=O)N1CCc2ccccc2C1
0	CC(=NCCCn1ccnc1)c1c(C)[nH]n(-c2ccc([N+](=O)[O-])cc2)c1=O
-2	S=c1[nH]nc(-c2cccnc2)n1/N=C/C=C/c1ccco1
4	CCOc1cc(N2CCOCC2)c(OCC)cc1NC(=S)NCCCOC
-17	CC(=O)c1cccc(NC(=O)c2nc(-c3ccccc3)oc2C)c1
-3	c1cc(CNCC2CCCO2)ccn1 (centres undefined)
-11	COc1ccc(-n2c(SCc3cccnc3)nc3c(c2=O)SCC3)cc1OC
14	CCn1c(SCC(=O)NC2CCS(=O)(=O)C2)nnc1-c1ccccc1 (centres undefined)
-17	O=c1c2ccccc2c(/C=N/c2n[nH]c(CCCO)n2)c(O)n1-c1ccccc1Cl
-1	CCOC(=O)Cc1csc(NC(=O)C(NC(=O)C2CCCCC2)C(C)C)n1 (centres undefined)
-8	Cc1c(NS(=O)(=O)c2ccc3c(c2)Cc2ccccc2-3)c(=O)n(-c2ccccc2)n1C
-9	O=C(N/N=C/c1cccnc1)c1ccccc1OCc1cccc(Br)c1
-12	Cc1cc([N+](=O)[O-])nn1CCCC(=O)NC1CCCCC1
-10	CCOC(=O)C1(O)CC(C)=NN1C(=O)c1cccc(Br)c1 (centres undefined)
-19	Fc1ccc(Oc2cnns2)cc1
-14	COc1ccc(N2C(=O)C(F)(F)C2c2ccccc2F)cc1 (centres undefined)
-41	COCCNC(=O)C1=NOC(Cn2cc(C#N)c(=O)n(C)c2=O)C1 (centres undefined)
-53	COc1cc(SC)ccc1C(=O)Nc1ncc(Cl)cc1Cl
14	Cc1cccc(-n2nc([N+](=O)[O-])c(N3CCN(C(=O)c4ccco4)CC3)[n+]2[O-])c1
-2	O=C(Nc1cc(N2CCCCC2)ncn1)c1ccccc1
-13	Fc1cccc(CN2CCN(Cc3nc(-c4cnccn4)no3)CC2)c1
-2	O=C(NN=C1C2CC3CC1CC(Cl)(C3)C2)c1ccccn1
-12	CC(=O)C1=C(O)C(=O)N(c2ccc(O)cc2)C1c1ccc([N+](=O)[O-])cc1 (centres undefined)
-27	CC(C)(C)c1ccc(NC(=O)C(=O)C2C(=O)Nc3ccccc32)cc1 (centres undefined)
-5	Cc1c(C)n(Cc2ccccc2)c2ccc(C(=O)OCCCN(C)C)cc12
-18	O=C(NCCCCCCNC(=O)OCCO)OCCO
1	CCOC(=O)c1[nH]ncc1CN1CCCC(C(=O)c2cc(Cl)ccc2OC)C1 (centres undefined)
0	Fc1ccc(NC(=S)Nc2cccnc2)cc1
-32	CCOc1cc(N2CCOCC2)c(OCC)cc1NC(=O)c1ccc(OC(C)C)cc1
-5	Cn1c(=O)n(Cc2ccc(Br)cc2)c2ccccc21
-64	COc1cc(OC)c(OC)cc1/C=C1/C(=O)N=C(N)N1C
-26	COc1ccc(C(=O)C2CCCN(Cc3ccc(Sc4nncn4C)o3)C2)cc1F (centres undefined)
-22	CC1=C(c2ccccc2)[N+](=O)C2(CCCCC2)N1[O-]
36	O=c1oc2ccccc2cc1-c1csc(Nc2ccc(O)cc2)n1
-9	N/C(=N\OC(=O)c1ccc2c(c1)OCO2)c1cccc([N+](=O)[O-])c1
-29	NC(=O)c1ncc(C(F)(F)F)cc1Cl
-25	O=C(CC1C(=O)NCCN1Cc1ccc(-c2ccccc2)cc1)NCC1CC1 (centres undefined)
23	Cc1ccc(CNS(=O)(=O)c2ccccc2[N+](=O)[O-])cc1
-2	COc1ccc(NC(=O)CCN2C(=O)C3C4C=CC(C4)C3C2=O)cc1 (centres undefined)
-2	Cc1cc(C)nc(SCc2ccc(F)cc2)n1
39	CNC(=O)COc1ncnc2scc(-c3ccc(F)cc3)c12
-32	CCCNC(=O)COC(=O)/C=C/c1ccc(C)o1
-38	Cc1nccn1CCN(C)Cc1cn(Cc2ccccc2)nc1-c1ccc2c(c1)OCO2
-16	COc1cc(S(=O)(=O)N2CCCCC2)c(OC)cc1Br
8	C=CCn1c(O)c(N=NC(=S)Nc2ccccc2F)c2cc(S(=O)(=O)N3CCOCC3)ccc21

(more compounds)
E-sel TNF inh	Compound
7	Cc1ccc(NC(=O)COC(=O)CCc2nc3ccccc3c(=O)[nH]2)cc1Cl
-1	Cc1cc(C)n2nc(C(=O)NNC(=O)c3ccccc3)nc2n1
-12	NC(=O)CSc1nccn1Cc1ccccc1
2	CC(=O)Nc1ccccc1-c1nnn(CC(=O)Nc2ccc3c(c2)OCCO3)n1
7	CN(C)C(=O)C1C2NC(=S)N(c3ccc(Cl)cc3)C1(C)Oc1ccc(Cl)cc12 (centres undefined)
-18	O=C(COC(=O)Cc1ccccc1[N+](=O)[O-])NCC1CCCCC1
-14	Cc1cc(C)c(S(=O)(=O)N2CCCOC2CNC(=O)C(=O)NCc2ccccn2)c(C)c1 (centres undefined)
-10	CC(C)c1cc(N=NC(N)=O)cc(C(C)C)c1O
-12	COc1ccc(N2C(=O)C(CC(=O)Nc3ccc(F)cc3)N(CCc3ccc(OC)c(OC)c3)C2=O)cc1 (centres undefined)
-2	CC(C)CCN1CCN(CC#Cc2ccccc2)CC1CCO (centres undefined)
16	CCN(CC)C(=O)Cn1cc(C(=O)C(=O)NCCCn2ccnc2)c2ccccc21
14	O=C(COC(=O)Cc1c[nH]c2ccccc12)NC1CCCCC1
-22	CCCC(=O)N1CCN(c2ccc(NC(=O)c3cccs3)cc2)CC1
-27	COc1ccc(-c2n(CC(=O)OC3CC(C)CCC3C(C)C)c3ccccc3[n+]2C)cc1 (centres undefined)
1	N#CCCn1cc(/C=C/C(=O)O)c(-c2ccc(F)cc2)n1
-1	OCCN(Cc1ccccc1)C(=S)NC1CCCCC1
-4	O=C(O)c1cccnc1SCc1cn2cc(Br)ccc2n1
-24	Cc1csc(=Nc2cccnc2)n1Cc1ccco1
19	O=C1CC(c2ccccc2)CN1C(=O)c1cccnc1 (centres undefined)
-17	CC(NS(=O)(=O)c1ccc2[nH]c(=O)c(=O)[nH]c2c1)C(=O)O (centres undefined)
-19	FC(F)(F)c1ccccc1/C=N/Nc1ccccn1
10	CCn1c(Cc2ccccc2)nnc1SCC(=O)Nc1ccccc1F
4	COc1ccc(Cn2nc(-c3ccccc3)c(N3CCCCC3)cc2=O)cc1
21	CCc1ccccc1Nc1nc(N)nc(CSc2nnc3ccccn23)n1
-22	O=C(NNc1ccccc1[N+](=O)[O-])NC1CCCCC1
-7	O=C(CSc1cccc[n+]1[O-])c1ccc(-c2ccccc2)cc1
-27	COc1cc(C(=O)OCCCN=C2NS(=O)(=O)c3ccccc32)cc(OC)c1OC
19	Cc1c(N=C2C=CC(=O)c3ccccc32)c(=O)n(-c2ccccc2)n1C
-4	CC(C)(C)NC(=O)C(c1ccncc1)N(C(=O)c1csnn1)c1cccc2ccccc12 (centres undefined)
-8	O=C(N/C(=C\c1ccccc1Cl)C(=O)N1CCOCC1)c1ccc([N+](=O)[O-])cc1
-20	COc1cc(C(=O)NCCOc2cccc3cccnc23)cc(OC)c1OC
-19	Cn1cc(CN2C[C@H]3CC[C@H]2C3)c(-c2ccccc2F)n1
-9	COc1cc2[nH]c(=O)n(CCC(=O)N3CCN(Cc4ccc5c(c4)OCO5)CC3)c(=O)c2cc1OC
-19	CCOC(=O)C1(Cc2ccc(Cl)cc2)CCN(C(=O)c2sc(C)nc2C)CC1
-27	COC(=O)c1ccsc1-n1cc(C#N)c(=O)n(C)c1=O
20	Cc1nc([N+](=O)[O-])c(C(=O)OCc2cccc(Br)c2)n1C
-16	CCOC(=O)n1c(=O)[nH]c2ccc(Br)cc21
-28	CN(C1CCS(=O)(=O)C1)S(=O)(=O)c1ccccc1 (centres undefined)
-35	CC1(CC(=O)N/N=C/c2cc3c(cc2Br)OCO3)OCCO1
3	COC(=O)C1=C(N)Oc2c(oc(CO)cc2=O)C1c1c(F)cccc1Cl (centres undefined)
-9	COc1cccc(-n2c(=O)c3c(C)c(C(=O)N(C)C)sc3n(CC(=O)NCC3CCCO3)c2=O)c1 (centres undefined)
-23	O=C1CC(c2ccccc2)CC(=O)C1CS(=O)(=O)c1ccccc1 (centres undefined)
11	COCCNC(=O)c1cc2cc(Br)cc(Br)c2oc1=O
53	O=C(N/N=C\c1ccc([N+](=O)[O-])o1)C1COc2ccccc2O1 (centres undefined)
3	COc1ccc(C(=O)NC(=S)N(C)Cc2ccccc2)cc1Br
1	CC(=O)c1cc(CN2CCN(C3CCCCC3)C(CCO)C2)cs1 (centres undefined)
4	C/C(=N\NC(=S)NCc1ccccc1)c1ccc2ccccc2c1OC(F)F
-15	CC(=O)Cc1nsc(NC(=O)c2ccc(-c3cc(Cl)ccc3Cl)o2)n1
-19	COc1ccc(/C=C/C2=CCN(Cc3ccc(OC)cc3)CC2)cc1
-33	O=C(CCN1C(=O)/C(=C/c2ccccc2)SC1=S)NNC(=O)c1ccncc1

Continuation:
E-sel TNF inh	Compound
100*	CN1C(=O)S/C(=C\c2ccccc2OCc2ccc(C(=O)O)cc2)C1=O
10	COc1cnn(-c2ccc(C)cc2)c(=O)c1Cl
-20	O=C1N(Cc2cccnc2)C[C@@H]2C[C@@H](c3cccc(OC4CCCC4)c3)N3CCC[C@@]123
-23	O=C(NCCCN1CCCC1=O)c1ccc(Cl)c(Cl)c1
-3	CCN(CC)C(=O)C1=C(C)NC(=S)NC1c1cccs1 (centres undefined)
-2	C/C(=N\n1cnnc1)c1ccccc1
28	CCOC(=O)C1=C(COC(=O)C2(C)CC2(Cl)Cl)NC(=O)NC1c1ccc(OC)cc1 (centres undefined)
1	CN(CC(=O)Nc1cc(S(=O)(=O)N2CCOCC2)ccc1Cl)C1CCS(=O)(=O)C1 (centres undefined)
19	Clc1cccc(CSc2ccc(-c3cccnc3)nn2)c1
1	CC(=O)c1cccc(NC(=O)C(=O)c2cn(CC(=O)N3CCCCC3)c3ccccc23)c1

Another view of part of the listing above:
structure	E-sel TNF inh
COc1ccc(C(=O)NC(=S)N(C)Cc2ccccc2)cc1Br	3
CC(=O)c1cc(CN2CCN(C3CCCCC3)C(CCO)C2)cs1 (centres undefined)	1
C/C(=N\NC(=S)NCc1ccccc1)c1ccc2ccccc2c1OC(F)F	4
CC(=O)Cc1nsc(NC(=O)c2ccc(-c3cc(Cl)ccc3Cl)o2)n1	-15
COc1ccc(/C=C/C2=CCN(Cc3ccc(OC)cc3)CC2)cc1	-19
O=C(CCN1C(=O)/C(=C/c2ccccc2)SC1=S)NNC(=O)c1ccncc1	-33
CN1C(=O)S/C(=C\c2ccccc2OCc2ccc(C(=O)O)cc2)C1=O	100*
COc1cnn(-c2ccc(C)cc2)c(=O)c1Cl	10
O=C1N(Cc2cccnc2)C[C@@H]2C[C@@H](c3cccc(OC4CCCC4)c3)N3CCC[C@@]123	-20
O=C(NCCCN1CCCC1=O)c1ccc(Cl)c(Cl)c1	-23
CCN(CC)C(=O)C1=C(C)NC(=S)NC1c1cccs1 (centres undefined)	-3
C/C(=N\n1cnnc1)c1ccccc1	-2
CCOC(=O)C1=C(COC(=O)C2(C)CC2(Cl)Cl)NC(=O)NC1c1ccc(OC)cc1 (centres undefined)	28
CN(CC(=O)Nc1cc(S(=O)(=O)N2CCOCC2)ccc1Cl)C1CCS(=O)(=O)C1 (centres undefined)	1
Clc1cccc(CSc2ccc(-c3cccnc3)nn2)c1	19
CC(=O)c1cccc(NC(=O)C(=O)c2cn(CC(=O)N3CCCCC3)c3ccccc23)c1	1

Going on with the list.
E-sel TNF inh	Compound
-11	C/C(=N/NC(=O)CNC(=O)c1cccc(F)c1)c1ccc2c(c1)CCCC2
-26	O=C(CCC(=O)c1cccs1)NC1CCCCCC1
-5	C/C(=N\NC(=O)Cn1c(-c2ccccn2)nc2ccccc21)c1cccc(O)c1
22	Cc1sc2ncnc(OCC(=O)N3CCN(C(=O)c4ccco4)CC3)c2c1C
-26	COc1ccc(CC(=O)NNS(=O)(=O)c2ccc(F)cc2)cc1OC
4	CCC(C)NC(=O)C1CCN(S(=O)(=O)N2CCOCC2)CC1 (centres undefined)
8	CS(=O)(=O)c1ccc(C(=O)OCc2nnc(-c3ccc(Cl)cc3)o2)cc1[N+](=O)[O-]
26	CCc1ccccc1NC(=S)NCCSc1ccc(Cl)cc1
-9	O=C(Nc1cccc(F)c1)c1cc(S(=O)(=O)N2CCC3(CC2)OCCO3)ccc1F
-42	O=C(c1ccccc1Br)N1CCN(c2ccc([N+](=O)[O-])c(N3CCOCC3)c2)CC1
-13	N#Cc1ccc(NC(=O)CNc2cc(S(=O)(=O)N3CCOCC3)ccc2NCC2CCCO2)cc1 (centres undefined)
45	CCCCS(=O)CC(COC)OC(=O)c1ccccc1 (centres undefined)
7	Cc1ccnc2nc(C(=O)Nc3nnc(-c4ccccc4)o3)nn12
-11	COc1ccc(OC)c(NC(=O)c2cccc(C)c2[N+](=O)[O-])c1
2	COc1ccc(N=C2SC(C(=O)Nc3ccc(F)cc3)CC(=O)N2C)cc1 (centres undefined)
2	O=C(Nc1sc2c(c1C(=O)O)CCC2)c1ccc(F)cc1
16	Cn1c(=O)[nH]c(=O)c2c1nc(NCc1ccco1)n2Cc1ccccc1Cl
-14	Cc1nn(C2CCCO2)c(=O)nc1N (centres undefined)
-9	CSc1ccccc1NC(=O)CN(C)CC(=O)Nc1ccc(Cl)cc1[N+](=O)[O-]
-31	CCC(CC)c1nnc(NC(=O)c2nn(C)c(=O)c3ccccc23)s1
-32	COc1ccc(CCN(Cc2ccccn2)C(=S)Nc2cccc(C)c2)cc1OC
-6	CC(=O)c1ccc(N2CCN(C(=S)NCc3ccco3)CC2)cc1

Assay outcomes: PubChem, Columbia University Molecular Screening Center

An excerpt; the hit share may differ from the screen's.
